High-throughput results (PubChem)
DNA FID counter – compounds displacing fluorescent DNA intercalator, primary screen, artefact control for HCV NS3 helicase inhibitor project, biochemical, FID fluorescence. DNA fluorescent intercalator displacement. inhibition, % at 7.9 µM. 0.17% of 290,000 active. AID 1845, 2009; in the data active = inhibition above about 37%;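 also: 0% = vehicle and 100% = reference compound; higher means more ethidium bromide displaced from hairpin DNA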
MEKK2wt PB1 HTS – modulators of MEK5 binding to wildtype MEKK2, primary screen, biochemical, multiplex bead flow cytometry, Alexa488-MEK5; binding response (% of control), % at 10 µM; Mitogen-activated protein kinase kinase kinase 2 (Homo sapiens), Q9Y2U5; 1.1% of 290,000 active; Alexa488-MEK5 binding to MEKK2 WT; actives lie on both sides; in the data active = binding response below about 67% or above about 130%
CRFR2-BP antag – antagonists of CRF-BP/CRF-R2 complex, primary screen, cell-based, HEK293, calcium dye fluorescence, uHTS. CRF-induced calcium fluorescence. inhibition, % at 11.8 µM. 0.59% of 350,000 active;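 active = inhibition of the ligand-induced calcium signal above about 50% at the single tested concentration, limit read from the data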
MEKK3 PB1 HTS – modulators of MEKK3-MEK5 PB1 binding, primary screen, biochemical, wildtype MEKK3, multiplex bead flow cytometry, Alexa488-MEK5. Mitogen-activated protein kinase kinase kinase 3 (Homo sapiens), Q99759. bead-based flow cytometry, Alexa488-MEK5 binding to MEKK3; actives lie on both sides; 0 = blocked by unlabeled MEK5, 100 = vehicle. binding response (% of control), % at 10 µM. 1.4% of 290,000 active;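 active = binding response more than 3 SD above or below the average of its plate-row segment, actives on both sides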;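 also: Alexa488 bead fluorescence after subtracting the streptavidin-only scavenger bead signal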
Target sequence (Q99759 whole entry, looked up): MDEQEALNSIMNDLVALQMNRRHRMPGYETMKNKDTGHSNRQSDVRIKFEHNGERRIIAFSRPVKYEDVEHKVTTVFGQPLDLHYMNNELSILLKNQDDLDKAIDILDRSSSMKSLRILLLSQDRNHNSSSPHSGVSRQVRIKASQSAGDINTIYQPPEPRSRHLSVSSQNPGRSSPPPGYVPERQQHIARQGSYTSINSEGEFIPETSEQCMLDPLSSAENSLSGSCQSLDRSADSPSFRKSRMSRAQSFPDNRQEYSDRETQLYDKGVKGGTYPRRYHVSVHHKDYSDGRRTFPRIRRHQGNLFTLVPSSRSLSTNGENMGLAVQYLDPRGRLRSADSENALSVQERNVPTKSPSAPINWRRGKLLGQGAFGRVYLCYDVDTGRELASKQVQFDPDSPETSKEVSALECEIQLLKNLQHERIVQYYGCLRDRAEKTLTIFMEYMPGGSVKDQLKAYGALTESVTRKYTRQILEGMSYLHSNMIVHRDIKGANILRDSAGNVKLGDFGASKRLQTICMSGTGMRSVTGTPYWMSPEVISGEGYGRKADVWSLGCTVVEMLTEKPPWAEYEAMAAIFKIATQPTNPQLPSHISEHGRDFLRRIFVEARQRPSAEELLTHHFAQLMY
HCV NS3 hel inh – inhibitors of HCV NS3 helicase, primary screen, biochemical, Cy5 molecular beacon fluorescence | Hepatitis C virus NS3 helicase | NS3 helicase DNA unwinding | inhibition, % at 10.9 µM | 0.56% of 290,000 active;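 active = inhibition above the mean of all tested compounds plus 3 SD, set per campaign, cut at about 35% in these data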;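 also: 0% = DMSO wells and 100% = thioflavine S control wells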
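System: Hepatitis C virus NS3 helicase domain fragment enzyme | Reagent: Annealed dual-labelled DNA beacon duplex, ATP-started | Compound dosing: 10.9 µM single point, 0.8% DMSO | Incubation: 1 h reaction at 25 °C, ATP-initiated | Technique: Cy5 fluorescence | Evaluation: Percent inhibition from t60/t0 fluorescence ratio | Benchmarks: Low DMSO, high thioflavine S at 110 µM | Replication: Singlicate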
MEKK2mut PB1 HTS – MEK5 binding signal on mutant MEKK2 PB1, primary screen, biochemical, multiplex bead flow cytometry, Alexa488-MEK5; percent response, % at 10 µM; Alexa488-MEK5 binding to MEKK2 mutant; 0.35% of 290,000 active; in the data active = percent response above about 24%, passing the limit was not always enough; also: inactives centre near 1; some results filed as inactive read as strong as hits
UBC9 SUMO inh – inhibitors of in vitro SUMOylation cascade, primary screen, biochemical, HTRF, uHTS | HTRF SUMOylation assay, SAE1/SAE2 + UBC9 | inhibition, % at 35 µM | 0.36% of 290,000 active; in the data active = inhibition above about 50%, passing the limit was not always enough; also: strong numbers were not always called active
Target sequence (P63279 whole entry, looked up): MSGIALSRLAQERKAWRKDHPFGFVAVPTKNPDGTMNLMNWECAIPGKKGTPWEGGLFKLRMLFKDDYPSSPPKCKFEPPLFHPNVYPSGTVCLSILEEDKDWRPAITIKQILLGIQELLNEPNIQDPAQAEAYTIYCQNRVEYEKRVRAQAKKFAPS
GalR3 antagonist – GalR3 antagonists in HEK293 cells, primary screen, cell-based, fluorescence readout; Galanin receptor type 3 (Homo sapiens), O60755; HEK293 GalR3-CNG cAMP membrane potential fluorescence; galR3 body fused to GalR1 C-terminus; inhibition, % at 3 µM; 0.44% of 360,000 active;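 active = inhibition above the screen-wide average plus 3 SD, cut at about 13% in these data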;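 also: forskolin and galanin both at EC90 stimulate the cells; cAMP rise reported by CNG channel membrane potential dye signal; 0% = forskolin plus galanin with DMSO and 100% = forskolin alone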
Target sequence (O60755 1-299 limits assumed): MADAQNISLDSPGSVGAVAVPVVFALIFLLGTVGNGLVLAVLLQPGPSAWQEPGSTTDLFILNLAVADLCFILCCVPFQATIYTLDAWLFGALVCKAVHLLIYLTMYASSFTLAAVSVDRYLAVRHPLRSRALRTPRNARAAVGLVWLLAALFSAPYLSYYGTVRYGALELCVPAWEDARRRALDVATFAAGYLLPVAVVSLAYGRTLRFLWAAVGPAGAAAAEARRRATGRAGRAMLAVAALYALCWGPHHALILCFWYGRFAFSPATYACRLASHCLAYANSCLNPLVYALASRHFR
CRFR2-BP ag – agonists of CRF-BP/CRF-R2 complex, primary screen, cell-based, HEK293, calcium dye fluorescence, uHTS; activation, % at 13.2 µM; calcium dye fluorescence (FLIPR); percent of saturating CRF peptide response; 0.46% of 350,000 active;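 active = activation of at least 50%, plus an integration ratio under a set limit after plate pattern correction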;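 also: plate controls were neutral control wells without compound for no effect and CRF at EC100 for full effect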
An asterisk follows results filed as active; · = not tested or not shown. Not all compounds are listed; rates above refer to the full screens.

(1) O=C(Nc1ccccc1-c1ccccc1)NC1CC2CCCC(C1)N2Cc1ccc(F)cc1 (stereo unspecified)
(2) COc1ccc(CC(=O)Nc2nc3ccccc3s2)cc1S(=O)(=O)N1CCOCC1
(3) CC12CCC(C(=O)N3CCN(c4ccccc4)CC3)(CC1=O)C2(C)C (stereo unspecified)
(4) COc1ccc(-c2nnc(N3CCCCC3)c3ccccc23)cc1
(5) Cc1ccc2oc(C(=O)NC3CCS(=O)(=O)C3)cc(=O)c2c1 (stereo unspecified)
(6) O=C(NCc1cccnc1)c1ccc2c(c1)C(=O)N(Cc1ccccc1)C2=O
(7) O=C(NCCc1ccc([N+](=O)[O-])cc1)c1ccccc1
(8) COc1ccc(NC(=O)c2ccccc2N2C(=O)C3C4C=CC(C5CC45)C3C2=O)c(OC)c1 (stereo unspecified)
assay / compound,1,2,3,4,5,6,7,8
DNA FID counter,23,-10,-4,-10,3,-17,-7,-24
MEKK2wt PB1 HTS,120,100,104,116,103,108,101,97
CRFR2-BP antag,-94,2,-13,-6,-19,1,-2,2
MEKK3 PB1 HTS,101,101,100,112,97,102,103,102
HCV NS3 hel inh,-48,0,2,-4,2,2,10,4
MEKK2mut PB1 HTS,3,-1,0,16,7,9,5,-5
UBC9 SUMO inh,6,-11,28,-1,·,-3,7,-6
GalR3 antagonist,-9,-9,1,·,-7,2,-5,3
CRFR2-BP ag,0.9,1.9,0.6,-1.9,2.9,-0.4,-2.6,-1.8

(9) COc1ccc(CC(=O)NCC2CCCN(Cc3ccccc3OC)C2)cc1 (stereo unspecified)
(10) CCC(=O)NCCSc1c[nH]c2ccccc12
(11) CC(=O)Nc1ccc(NC(=O)C(=O)N/N=C/c2cccnc2)cc1
(12) COc1cc(C2NC(=S)NC3=C2C(=O)CCC3)ccc1O (stereo unspecified)
(13) COc1ccc(/C=C/C(=O)N2CCCC2)cc1OC
(14) Cc1cc(NC(=O)c2cnn3c(C(F)(F)F)cc(-c4ccc(Br)cc4)nc23)no1
(15) O=C(c1nc2ccccn2c1CNCC1OCCc2ccccc21)N1CCOCC1 (stereo unspecified)
(16) COc1ccc(S(=O)(=O)N2CCCCCC2)cc1C(=O)OCC(=O)NC(N)=O
assay / compound,9,10,11,12,13,14,15,16
DNA FID counter,10,0,-7,-6,-14,-2,2,-17
MEKK2wt PB1 HTS,103,93,86,99,85,100,105,101
CRFR2-BP antag,4,15,2,6,-16,-80,46,-1
MEKK3 PB1 HTS,102,93,85,100,105,106,108,95
HCV NS3 hel inh,13,-6,-27,0,-6,3,-9,16
MEKK2mut PB1 HTS,0,-3,-24,0,-12,7,10,-10
UBC9 SUMO inh,-3,-16,12,21,14,3,8,8
GalR3 antagonist,-2,5,-1,-3,-4,-5,0,4
CRFR2-BP ag,-0.9,-0.8,0.7,0.0,-1.4,-1.3,-3.9,0.4

(17) CSc1nc2c(c(=O)n1Cc1ccccc1)SC(C)C2 (stereo unspecified)
(18) CCC(C)c1ccc(NC(=S)N2CCN(S(C)(=O)=O)CC2)cc1 (stereo unspecified)
(19) O=C(COC(=O)CCC(=O)c1ccc(F)cc1)Nc1ccc(N2CCOCC2)cc1
(20) COc1ccc(S(=O)(=O)N2CCC(Cc3ccccc3)CC2)cc1C(N)=O
(21) N#C/C(=N\Nc1ccc([N+](=O)[O-])cc1)C(N)=S
(22) COCCSc1ccccc1C(=O)NCc1cccnc1
(23) CCN(CC(=O)Nc1ccc(C)c(F)c1)CC(=O)NC(C)(C)C
(24) CC(C)(C)C(=O)Nc1cccc2[nH]ncc12
assay / compound,17,18,19,20,21,22,23,24
DNA FID counter,-10,-16,-7,-23,2,4,-15,-1
MEKK2wt PB1 HTS,106,91,96,102,84,99,104,97
CRFR2-BP antag,-12,15,4,-2,57*,8,-4,2
MEKK3 PB1 HTS,104,99,96,99,81,101,101,99
HCV NS3 hel inh,1,0,8,34,1,1,2,-4
MEKK2mut PB1 HTS,4,-2,-1,0,-14,-3,3,-3
UBC9 SUMO inh,14,0,7,0,18,24,1,-3
GalR3 antagonist,-3,6,0,3,-3,-2,-6,12
CRFR2-BP ag,-2.6,-0.5,-0.4,0.4,12,-0.9,0.0,0.7

(25) O=C1COc2ccc(S(=O)(=O)CCC(=O)NC3CCCCC3)cc2N1
(26) CC1=C(C(=O)OC(C)C)C(c2ccccn2)n2ncnc2N1 (stereo unspecified)
(27) COC(=O)c1ccc(N2CCN(c3ccccc3)CC2)c(NC(=O)C2CC2)c1
(28) Cc1ccc(C)c(Cn2nc(-c3cc(C)ccc3C)ccc2=O)c1
(29) Cc1cccc(C(=O)NC2CCN(CC(=O)Nc3ccccc3Cl)CC2)c1
(30) CCn1c(SCC(=O)Nc2nnc(C)s2)nnc1C(C)NC(=O)c1ccccc1 (stereo unspecified)
(31) Clc1ncc(CN2CCN(c3ccccc3)CC2)s1
(32) CCC1CCCCN1S(=O)(=O)c1ccc(C(=O)Nc2nnc(C3=COCCO3)o2)cc1 (stereo unspecified)
assay / compound,25,26,27,28,29,30,31,32
DNA FID counter,-9,-3,-1,-28,-26,-22,-2,-45
MEKK2wt PB1 HTS,102,107,105,99,99,96,100,108
CRFR2-BP antag,-12,-13,-8,-40,3,-3,-2,-14
MEKK3 PB1 HTS,99,103,102,101,100,99,103,105
HCV NS3 hel inh,0,9,-3,-5,-8,-4,-14,29
MEKK2mut PB1 HTS,0,5,-1,4,-2,3,1,6
UBC9 SUMO inh,3,-20,21,-10,3,16,11,5
GalR3 antagonist,3,·,2,-10,-7,-12,-2,-1
CRFR2-BP ag,0.4,-1.0,-2.0,-2.4,-2.5,1.8,-0.7,-1.6

For convenience, six of the compounds above.
(27) COC(=O)c1ccc(N2CCN(c3ccccc3)CC2)c(NC(=O)C2CC2)c1
(28) Cc1ccc(C)c(Cn2nc(-c3cc(C)ccc3C)ccc2=O)c1
(29) Cc1cccc(C(=O)NC2CCN(CC(=O)Nc3ccccc3Cl)CC2)c1
(30) CCn1c(SCC(=O)Nc2nnc(C)s2)nnc1C(C)NC(=O)c1ccccc1 (stereo unspecified)
(31) Clc1ncc(CN2CCN(c3ccccc3)CC2)s1
(32) CCC1CCCCN1S(=O)(=O)c1ccc(C(=O)Nc2nnc(C3=COCCO3)o2)cc1 (stereo unspecified)
assay / compound,27,28,29,30,31,32
DNA FID counter,-1,-28,-26,-22,-2,-45
MEKK2wt PB1 HTS,105,99,99,96,100,108
CRFR2-BP antag,-8,-40,3,-3,-2,-14
MEKK3 PB1 HTS,102,101,100,99,103,105
HCV NS3 hel inh,-3,-5,-8,-4,-14,29
MEKK2mut PB1 HTS,-1,4,-2,3,1,6
UBC9 SUMO inh,21,-10,3,16,11,5
GalR3 antagonist,2,-10,-7,-12,-2,-1
CRFR2-BP ag,-2.0,-2.4,-2.5,1.8,-0.7,-1.6

(next part)
(33) O=C(O)CCCNS(=O)(=O)Cc1ccccc1
(34) O=C(NCC(=O)N1CCC(Cc2ccccc2)CC1)c1ccc(Cl)cc1
(35) Cc1cc(C)cc(NC(=S)NCc2cccnc2)c1
(36) O=C(CSc1ccsc1[N+](=O)[O-])Nc1cc(F)ccc1F
(37) Cc1ccc2c(c1)N(C(=O)CCC(=O)Nc1ccccc1Cl)CC(C)O2 (stereo unspecified)
(38) COc1ccc(NC(=O)/C(=C\c2ccco2)NC(=O)c2ccco2)cc1
(39) Cc1ccc(-c2cnc(NC(=O)CCC(=O)N3CCCCC3)n2C)cc1
(40) CC(NC(=O)C(=O)N/N=C/c1ccccc1)c1ccccc1 (stereo unspecified)
assay / compound,33,34,35,36,37,38,39,40
DNA FID counter,-8,-32,1,10,-32,1,-6,-1
MEKK2wt PB1 HTS,99,103,109,92,97,97,123,707*
CRFR2-BP antag,4,5,-7,23,-7,-2,-7,0
MEKK3 PB1 HTS,103,103,142*,103,99,99,121,121
HCV NS3 hel inh,13,-9,0,29,10,4,2,3
MEKK2mut PB1 HTS,-2,6,0,-3,2,-3,19,564*
UBC9 SUMO inh,20,-5,-2,16,6,-3,7,14
GalR3 antagonist,2,-1,-4,-7,·,-10,-2,-9
CRFR2-BP ag,-0.6,0.1,1.2,1.6,-3.5,1.7,0.7,-0.8

(41) CCn1c(CSc2nc(C)cc(C)n2)nnc1SCC(=O)Nc1ccccc1
(42) CCOC(=O)c1ccc(NC(=O)C2C3C=CC(C3)C2C(=O)O)cc1 (stereo unspecified)
(43) COc1ccc(-n2c(=S)[nH]c3cc(C(=O)N(C)Cc4ccccc4)ccc3c2=O)cc1
(44) COCCCNC(=S)N(CCO)Cc1cc2cc3c(cc2[nH]c1=O)OCO3
(45) O=C1c2ccc(Oc3ccc([N+](=O)[O-])cc3)cc2C(=O)N1c1ccncc1
(46) COc1ccc(CCNC(=S)N2CCN(S(=O)(=O)c3ccccc3F)CC2)cc1
(47) CCOc1ccc2[nH]c(C)c(CN(C)C)c(=O)c2c1
(48) O=C(N/C(=C/c1cccnc1)C(=O)N1CCCCCC1)c1cccc(Br)c1
assay / compound,41,42,43,44,45,46,47,48
DNA FID counter,-29,1,-52,-14,-5,-25,3,-40
MEKK2wt PB1 HTS,100,98,96,108,103,110,103,108
CRFR2-BP antag,-3,-5,-23,-3,23,-24,-6,-1
MEKK3 PB1 HTS,102,101,100,104,103,106,105,104
HCV NS3 hel inh,6,-1,-5,2,9,-8,-7,-6
MEKK2mut PB1 HTS,-1,2,-4,9,1,6,5,7
UBC9 SUMO inh,19,2,-7,12,7,-1,30,10
GalR3 antagonist,-6,1,-2,-10,0,-2,4,0
CRFR2-BP ag,-1.4,0.8,-2.3,2.2,2.7,12,-0.2,-0.9

(49) NC(=O)[C@H]1CC2(CC(c3cccc(NC(=O)COc4ccc(Cl)cc4)c3)=NO2)CN1C(=O)CC(c1ccccc1)c1ccccc1 (stereo partly specified)
(50) O=C(O)c1cc(NS(=O)(=O)c2ccc(N3CCCCC3)c([N+](=O)[O-])c2)cc(C(=O)O)c1
(51) Cc1ncoc1C(=O)N1CCCC(CCC(=O)NCc2ccccc2F)C1 (stereo unspecified)
(52) CC(C)n1cc(/C=C2/NC(=O)N(c3cccc(Cl)c3)C2=O)c2ccccc21
(53) Cc1nn(Cc2ccccc2)c2c1C(c1ccccc1)C(C#N)=C(N)O2 (stereo unspecified)
(54) O=C(C(c1ccccc1)c1ccccc1)N1CC[C@@]2(O)CCCC[C@H]2C1
assay / compound,49,50,51,52,53,54
DNA FID counter,·,-6,-4,1,-4,-40
MEKK2wt PB1 HTS,90,101,98,102,102,100
CRFR2-BP antag,5,0,7,-30,8,-10
MEKK3 PB1 HTS,97,105,106,101,105,100
HCV NS3 hel inh,·,11,10,1,12,3
MEKK2mut PB1 HTS,1,0,0,4,3,5
UBC9 SUMO inh,14,8,22,4,28,-11
GalR3 antagonist,-1,-4,2,-9,-6,0
CRFR2-BP ag,0.6,-2.5,-0.5,0.6,-0.5,-1.3
